# bovine MsrA act = activates bovine MsrA enzyme. purified bovine MsrA, absorbance read-out. activation, % at 10.6 µM. actives 0.3% (n = 360,000); in the data active means activation above about 7.5%;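 further: 0% = vehicle and 100% = reference activator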
# PABP1 MLLE inh = inhibitors of microRNA-mediated deadenylation, human PABP1 MLLE binding. P11940. GST-MLLE / FITC-PAM2 fluorescence polarization. inhibition, % at 20 µM. actives 0.36% (n = 360,000); in the data active means inhibition above about 35%, passing the limit was not always enough;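 further: plate controls were DMSO wells with GST-MLLE for no effect and wells lacking GST-MLLE protein for full effect; some results filed as inactive read as strong as hits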
# NRP1-CendR mod = NRP-1/CendR interaction modulation; actives 0.85% (n = 360,000); AID 602438; inhibition, % at 25 µM; O14786; FAM-RPARPAR peptide binding to NRP-1, fluorescence polarization;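 active means inhibition or corrected inhibition above about 18%, plus a signal ratio from 0.5 to 1.5, limit read from the data, passing the limit was not always enough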; further: strong numbers were not always called active
# Rin1 Abl inh = inhibitors of human Rin1-Abl protein interaction | actives 0.4% (n = 360,000) | AID 588664 | P00519+Q13671 | inhibition, % at 7.35 µM | TR-FRET Rin1/Abl binding, biochemical; in the data active means inhibition above about 5%, passing the limit was not always enough
# eLon inh = inhibits E. coli Lon protease; P0A9M0; actives 0.42% (n = 360,000); AID 602123; purified E. coli Lon protease, fluorescence polarization; inhibition, % at 7.94 µM; in the data active means inhibition above about 13%, passing the limit was not always enough;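 further: 0% = enzyme with probe and DMSO and 100% = no enzyme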
# Target sequence (P0A9M0 whole entry, looked up): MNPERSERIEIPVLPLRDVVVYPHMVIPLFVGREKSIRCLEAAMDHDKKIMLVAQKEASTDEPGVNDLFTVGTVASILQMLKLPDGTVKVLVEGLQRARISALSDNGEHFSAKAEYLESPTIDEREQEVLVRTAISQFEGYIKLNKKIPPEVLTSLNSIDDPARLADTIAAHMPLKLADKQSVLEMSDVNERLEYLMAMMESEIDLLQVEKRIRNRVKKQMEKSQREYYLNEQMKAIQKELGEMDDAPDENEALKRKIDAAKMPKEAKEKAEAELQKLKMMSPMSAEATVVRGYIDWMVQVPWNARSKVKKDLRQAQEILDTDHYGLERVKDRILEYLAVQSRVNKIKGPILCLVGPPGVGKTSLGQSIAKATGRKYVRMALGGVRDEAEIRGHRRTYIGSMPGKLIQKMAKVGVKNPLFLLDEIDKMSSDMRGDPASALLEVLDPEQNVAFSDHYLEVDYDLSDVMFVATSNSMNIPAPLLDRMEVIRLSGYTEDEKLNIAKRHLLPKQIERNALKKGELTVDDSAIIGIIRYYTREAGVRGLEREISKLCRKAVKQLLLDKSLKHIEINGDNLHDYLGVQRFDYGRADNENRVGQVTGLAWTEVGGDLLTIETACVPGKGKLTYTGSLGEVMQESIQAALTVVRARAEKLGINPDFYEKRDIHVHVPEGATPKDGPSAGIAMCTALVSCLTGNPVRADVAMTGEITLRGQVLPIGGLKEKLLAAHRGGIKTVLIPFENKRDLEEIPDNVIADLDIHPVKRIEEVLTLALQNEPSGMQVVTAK
# FAS-TE inh = inhibitors of human fatty acid synthase thioesterase domain; P49327; recombinant FAS-TE, OMFH fluorogenic substrate, fluorescence endpoint; inhibition, % at 15 µM; actives 0.67% (n = 360,000); AID 602261;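 active means compounds whose normalised, plate-corrected inhibition of enzyme fluorescence in the single-dose primary screen is 50% or more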;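 further: 0% = DMSO with enzyme and 100% = substrate without enzyme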
# SKN-1 block = blocks SKN-1 activity in C. elegans; C. elegans VP596 Pgst-4::GFP/RFP ratio, acrylamide-induced, 24 h; inhibition, % at 21.8 µM; AID 624304; actives 0.49% (n = 360,000);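 active means interference check ratio from 0.5 to 1.5 plus GFP to RFP signal ratio inhibition reaching or exceeding a fixed threshold, cut at about 30% in these data, passing the limit was not always enough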; further: some compounds called inactive have numbers as strong as hits
# MT1-MMP act inh = inhibitors of human MT1-MMP activation | actives 0.061% (n = 360,000) | GFP/RFP ratio change, % at 20 µM | HT1080 RFP-PRO-GFP cells, GFP/RFP ratio fluorescence, overnight; percent of plate control window, DMSO zero | P50281;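 active means GFP/RFP ratio change of at least 30% with cell ATP level not reduced by more than half and red fluorescence within 50% of control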; further: strong numbers were not always called active
#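 Compound: 20 µM single dose, 1% DMSO / System: HT1080 RFP-PRO-GFP cells / Controls: DMSO and RFP-L50D-GFP cell wells / Read-out basis: GFP/RFP fluorescence ratio / Schedule: overnight compound exposure at 37 °C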
# Neddylation inh = cullin neddylation inhibition. TR-FRET cullin neddylation, biochemical. actives 0.58% (n = 360,000). P61081+Q13564. calls only at 25 µM; in the data active means inhibition above about 36%
# Active calls of the source: *; i = inactive; . = not tested or not shown; + = active, no number.
SMILES,bovine MsrA act,PABP1 MLLE inh,NRP1-CendR mod,Rin1 Abl inh,eLon inh,FAS-TE inh,SKN-1 block,MT1-MMP act inh,Neddylation inh
COc1cc2c(cc1OC)C(C(=O)O)C(c1cc(Br)c(O)c(OC)c1)N(C)C2=O (centres undefined),-3,-6,1,-4,-1,-5,13,-8,i
COc1cc(/C=N/NC(N)=S)ccc1OCC(=O)Nc1ccc(C)cc1,-11,-51,-3,2,0,-10,-10,8,i
CCOc1ccc(-n2c(-c3ccccc3)c[n+]3c2CCC3)cc1,-4,4,11,-2,-3,-6,0,-1,i
NC(=O)C(CCCCN1CCCCC1)(c1ccccc1)c1ccccc1,1,8,5,0,3,-2,-6,1,i
CCCCn1c(N)c(N(CCOC)C(=O)c2ccc(N(C)S(=O)(=O)c3ccc(C)cc3)cc2)c(=O)[nH]c1=O,-1,-6,-10,3,9,-1,-13,0,i
CS(=O)(=O)N1CCC(C(=O)Nc2cc(Cl)c(Cl)cc2Cl)CC1,-4,12,-2,1,-5,3,0,0,i
CCN(CC)c1c(C)nc2ccc(C(=O)NCc3ccc4c(c3)OCO4)cn12,2,14,-11,2,-2,0,13,1,i
COCCNC(=O)c1cc2nc3c(c(C(F)(F)F)n2n1)CCc1ccccc1-3,-5,-2,13,-2,-8,-9,9,-5,.
CNC(=O)c1cc(Oc2ccc(NC(=O)c3[nH]c(-c4ccccc4)c4c3C(=O)N(C)C4=O)cc2)ccn1,-2,-1,-6,4,-7,3,-3,-23,i
O=C(O)CSc1sc(=S)sc1SCC(=O)O,-3,35,-1,-2,-6,-6,-3,9,i
CCN(CC)CCNC(=O)CCc1c(C)nc2c(c(C)nn2-c2ccc(C)c(C)c2)c1C,-1,-20,-5,-2,4,-6,11,0,.
CC(C)Cc1cc(C(=O)Nc2ccc(F)cc2F)no1,-3,-12,10,0,-2,3,12,-1,i
COc1ccccc1C(=O)C1CCCN(C(=O)c2cccc(Cn3cccn3)c2)C1 (centres undefined),0,8,-4,-1,-2,-1,7,-3,i
COc1ccc(N/C=C2\CCOC2=O)cc1,-14,12,8,-1,3,-8,-39,1,i
CCC1Oc2ccccc2N(CC(=O)NC2CCCCC2C)C1=O (centres undefined),0,0,10,-1,-4,-3,2,-13,i
CCOC(=O)c1cnc(SCC(=O)Nc2cccc(OC)c2)nc1N,-2,0,9,4,-5,1,-6,4,i
CN1CCN(C2=C(Cl)C(=O)N(c3cccc(Cl)c3)C2=O)CC1,-3,33,-9,0,2,0,6,-3,i
Cc1nc2ccc(NC(=O)Cc3cccc(F)c3)cc2s1,-1,5,-11,2,1,-5,-4,-1,i
Cc1oc2ccc(O)cc2c1C(=O)c1ccc(F)cc1,-2,6,-8,-1,0,2,9,2,i
Cc1cc(C)n(CCCO)c(=O)c1C#N,-3,-4,1,6,2,-2,8,0,i
COc1ccccc1N1CCN(C(=O)NCc2ccc(Cl)cc2)CC1,-1,9,10,4,-8,6,-1,1,i
Cc1ccc2c(CC(=O)OCc3csc(C)n3)coc2c1,-9,-5,6,-2,-6,1,0,5,i
CCc1c(C)[nH]n(CCC#N)c1=O,-2,-10,1,-4,5,-8,0,6,i
C[C@@H]1CN([C@H](C)CO)C(=O)c2cc(Br)cnc2O[C@@H]1CN(C)C(=O)Nc1cccc(F)c1,-7,6,-18,-1,2,-7,-2,0,i
Cc1ccc(S(=O)(=O)c2c(N)n(-c3ccccc3)c3nc4ccccc4nc23)cc1,-3,6,-12,-3,-3,17,5,-3,.
O=C(CSc1nnc(-c2cccnc2)n1-c1ccc(F)cc1)NCc1ccc2c(c1)OCO2,-1,-7,-6,1,-12,-2,19,1,i
COc1cc(C(=O)COC(=O)C2CC2(Cl)Cl)cc(OC)c1OC (centres undefined),-3,14,5,0,5,2,14,2,i
O=C(/C=C\Nc1ccc2c(c1)OCO2)c1cccs1,-3,-10,-34,1,-3,10,30,-9,i
COc1cc(OC)cc(C(=O)NNC(=O)c2ccc(-n3cncn3)c([N+](=O)[O-])c2)c1,-3,-47,5,-18,3,-4,24,-3,i
CC(C)(CC1(C)NC(=O)NC1=O)OCc1ccccc1 (centres undefined),1,1,22,1,1,-5,13,5,i
CC(=O)Nc1ccc(NC(=O)C2CCCN(S(=O)(=O)c3ccc(-n4cnnn4)cc3)C2)cc1 (centres undefined),-4,11,6,-2,2,-1,15,-6,i
C/C=C/c1ccc(OCC(=O)OCC)c(OC)c1,0,2,11,2,2,-2,2,12,i
CN(C1CCS(=O)(=O)C1)S(=O)(=O)c1ccc2ccccc2c1 (centres undefined),-1,-11,16,0,-10,-7,5,-2,i
O=c1ccc(-c2ccccc2)n[nH]1,-3,-9,-2,4,-8,-9,9,2,i
CCCCn1c(N)c(N(CCOC)C(=O)C2CCN(S(=O)(=O)c3ccccc3)CC2)c(=O)[nH]c1=O,-2,-2,-16,1,4,-8,2,-2,i
CCCCNc1nc2ccccc2nc1Cl,-8,7,-2,-1,3,15,13,4,i
O=C(CSc1ccccc1)NC1=NCCS1,-2,-8,7,-5,4,-6,7,7,i
COc1ccccc1NC(=O)C1=C(C)Nc2nc(-c3ccc(N(C)C)cc3)nn2C1c1ccncc1 (centres undefined),-2,-4,-20,-3,-2,-6,17,-14,i
COC(=O)c1ccc(CSc2nc(C)nc3sc(C)c(C)c23)o1,-3,1,-11,-4,-6,-2,6,12,i
CCOC(=O)C1(C)CCCN1C(=O)c1cccc(OC)c1 (centres undefined),-2,11,-2,0,-4,-6,14,3,i
CN(C)S(=O)(=O)c1cccc(NC(=O)COC(=O)CCOc2ccccc2)c1,-2,5,-20,1,0,3,5,1,i
CCOC(=O)c1cn(CC(=O)Nc2ccc(CC)cc2)nn1,-5,-2,3,2,5,-6,-16,1,i
CCOCCCn1c(=N)c(S(=O)(=O)c2ccc(C)cc2)cc2c(=O)n3cc(C)ccc3nc21,-4,40*,-4,-1,-3,16,-3,-1,.
Cc1c(N2C(=O)/C(=C/c3ccc(N(C)C)cc3)N(C)C2=S)c(=O)n(-c2ccccc2)n1C,-8,-172,-267,-14,-282,-27,35,-78,i
O=C(NCCc1ccc(F)cc1)Nc1ccccc1,-1,-9,4,1,-6,0,-1,6,i
CN1CCN(CCNC(=O)c2cc3c(=O)n(C)c4ccccc4c3n2C)CC1,-5,-9,-5,0,-5,-8,12,7,i
Cc1oc(C(=O)O)cc1COc1ccccc1Cl,-13,-11,3,4,-1,-10,-13,.,i
O=C1CCC(=O)N1c1nc2nc(-c3ccccc3)cc(=O)n2[nH]1,-4,-3,1,-2,0,-7,-8,-2,i
O=S(=O)(NCCc1cccs1)c1ccc(Br)cc1,-8,6,7,-5,9,7,0,3,i
COc1ccc2[nH]cc(CCN=C3SCC(=O)N3C)c2c1,0,-2,19,3,0,-1,-12,10,i
O=C(COc1cccc2ccccc12)N/N=C/C=C/c1ccccc1,-6,-13,7,1,2,19,-4,-3,i
CCOC(=O)Cn1nnnc1CN(CCc1ccccc1)Cc1cc2cc(CC)ccc2[nH]c1=O,-8,17,-4,-1,5,0,-22,1,i
N#CC(/C(=N/S(=O)(=O)c1cccs1)c1ccccc1)c1nc2ccccc2[nH]1 (centres undefined),-3,7,3,2,-1,-1,-2,4,i
c1ccc(-c2ccc(-n3ccnc3)cc2)cc1,-4,5,5,6,0,-1,82*,-2,i
Cc1ccc(CN2[C@@H](Cc3ccccc3)C(=O)CS2(=O)=O)cc1,-1,9,-13,5,-8,-2,-1,-3,i
Cc1ccccc1C(=O)c1c[nH]c(C(N)=O)c1,-12,-1,20,0,-1,-6,-20,1,i
Cc1ccccc1OCCn1cc(C(=O)C(=O)N2CCOCC2)c2ccccc21,-2,-7,-3,1,-12,5,2,2,i
CCC(C)c1ccc(NC(=O)COC(=O)C2=COCCO2)cc1 (centres undefined),-2,8,9,1,2,-2,16,2,i
O=C1CCC(C(=O)N2CCN(c3cnccn3)CC2)CN1CCc1ccc(Cl)cc1 (centres undefined),-3,1,8,1,-9,-5,5,-1,i
Nc1cccc(N2C(=O)c3cccc4c(N)ccc(c34)C2=O)c1,0,i,120,-30,+,-126,-22,-70,i

# Single records, from the list above. Order of screens: bovine MsrA act, PABP1 MLLE inh, NRP1-CendR mod, Rin1 Abl inh, eLon inh, FAS-TE inh, SKN-1 block, MT1-MMP act inh, Neddylation inh
# COc1ccccc1NC(=O)C1=C(C)Nc2nc(-c3ccc(N(C)C)cc3)nn2C1c1ccncc1 (centres undefined) is listed as -2, -4, -20, -3, -2, -6, 17, -14, i
# c1ccc(-c2ccc(-n3ccnc3)cc2)cc1 is listed as -4, 5, 5, 6, 0, -1, 82*, -2, i
# CCN(CC)CCNC(=O)CCc1c(C)nc2c(c(C)nn2-c2ccc(C)c(C)c2)c1C is listed as -1, -20, -5, -2, 4, -6, 11, 0, .
# O=C(CSc1nnc(-c2cccnc2)n1-c1ccc(F)cc1)NCc1ccc2c(c1)OCO2 is listed as -1, -7, -6, 1, -12, -2, 19, 1, i

# Following part
SMILES,bovine MsrA act,PABP1 MLLE inh,NRP1-CendR mod,Rin1 Abl inh,eLon inh,FAS-TE inh,SKN-1 block,MT1-MMP act inh,Neddylation inh
COc1ccc(-c2nc3ccccc3c(=O)n2N)cc1,-12,-1,5,1,-4,-8,-17,-4,i
CNC(=O)c1sc(-c2ccccc2)nc1C,0,-8,8,2,-1,-5,11,2,i
Cc1ccc(-c2n[nH]c(=S)nc2-c2ccc(C)cc2)cc1,-1,14,14,-2,-1,0,-5,-1,i
COc1cc(O)c(C=NN2C(=O)CSC2=S)c(OC)c1,-1,6,-26,0,-34,0,-28,3,i
CC(C)NC(=O)Cn1c(=O)cnc2ccccc21,-7,12,8,-1,-8,-11,-6,0,i
Cc1ccc(C(=O)N/C(=C/c2ccc(-c3cccc([N+](=O)[O-])c3)o2)C(=O)NC(C)(C)C)cc1,-3,1,6,-5,-6,41,7,-2,i
CC(=O)OC1=Cc2c(ccc3ccc(=O)oc23)OC1(C)C,-6,-2,5,-2,-1,-5,-15,0,.
COc1ccc(NC(=O)c2cccs2)cc1OC,-3,8,-1,-2,-1,-6,11,2,i
CCCn1c(N)c(C(=O)CN(C)CC(=O)Nc2cc(C)ccc2C)c(=O)[nH]c1=O,-3,-20,4,3,-11,-5,-4,-8,i
Cc1cccc(C)c1NC(=O)CN(C)C(=O)C1=COCCO1,0,5,7,1,3,-8,9,0,i
S=c1[nH]c2cc(-c3ccccc3)ccc2o1,5,-90,2,3,-2,0,8,0,i
Cc1ccc(C)c(NC(=S)N2CCC(N(C)CC3CCCO3)CC2)c1 (centres undefined),-4,-1,3,-2,12,-8,3,0,i
O=C(Nc1ccc(C(=O)NCc2ccccc2Cl)cc1)C1=CSCCO1,-10,0,-3,-3,-3,5,6,4,i
S=C1SCN(Cc2cccnc2)CN1Cc1ccccc1,0,24,-6,-4,0,2,6,-1,i
COc1ccc(CN(C)C(=O)Cn2cnc3c(OCc4ccccc4)ncnc32)cc1OC,2,-9,-7,3,-3,-1,-4,1,i
CCN(CCNC(=O)Cn1c(=O)sc2ccccc21)c1ccccc1,0,-16,0,-4,0,4,10,6,i
O=C(COc1ccc(Cl)cc1)Nc1nc(-c2ccncc2)cs1,-1,20,-5,1,-6,2,-4,1,i
CCCCNC(=O)/C=C1\Sc2ccccc2NC1=O,-5,15,-7,-4,-9,-11,6,2,i
CCOC(=O)C1CCCN(C(=O)Cc2ccc(C)cc2)C1 (centres undefined),0,6,1,1,-10,0,-5,-3,i
COC(=O)c1cc(N=Cc2c(O)c3ccccc3oc2=O)cc(C(=O)OC)c1,-2,-41,-9,-1,-10,-2,18,-1,.
Cc1noc(/C=C/N(C)C)c1S(=O)(=O)N1CCCC(C(=O)NC(C)c2ccccc2)C1 (centres undefined),-3,-3,-8,-1,-30,-2,22,-12,i
O=C(Nc1cccc(NC(=O)c2ccc(Br)o2)n1)c1ccc(Br)o1,-3,-8,-2,2,5,1,10,1,i

# Screening data (PubChem)
